High-throughput results deposited in PubChem BioAssay by several laboratories.
GPR35 arrestin U2OS = GPR35 antagonists blocking zaprinast-driven arrestin recruitment, primary screen, imaging, U2OS, beta-arrestin-GFP, zaprinast agonist (AID 2058). U2OS GPR35 beta-arrestin-GFP translocation imaging, zaprinast antagonism; higher % means a stronger effect. inhibition, % at 10 µM, or IC50 in µM where a hit was titrated. actives 0.052% (n = 290,000);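 active = inhibition of at least 50% with at least 30 cells and total cytoplasm GFP at most 10,000,000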
GPR55 antagonists = inhibition of LPI-stimulated GPR55 beta-arrestin translocation – imaging, U2OS, beta-arrestin-GFP, LPI agonist, primary screen (AID 2013) | U2OS GPR55 beta-arrestin-GFP translocation imaging, LPI antagonism; higher % means a stronger effect | inhibition, % at 10 µM, or IC50 in µM where a hit was titrated | actives 0.13% (n = 290,000);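 active = spots per cell inhibited over 60%, with over 100 cells counted and total cytoplasm intensity under 500,000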;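 also: U2OS cells stably carrying GPR55 and arrestin-GFP stimulated by 5 µM LPI near EC80; imaged beta-arrestin-GFP aggregate spots per cell after agonist stimulation; plate controls were LPI-stimulated DMSO wells for no effect and DMSO wells without LPI for full effect; some results filed as inactive read as strong as hits; confirmed hits need IC50 under 10 µM and bright autofluorescent wells are also inconclusive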
UTI89 phage lysis = inhibition of K1F phage lysis, E. coli UTI89, bacterial capsule biogenesis inhibitors, alamar blue (AID 488966); E. coli UTI89 K1F phage lysis, alamar blue, 2 h; higher % means a stronger effect; inhibition, % at 100 µM; hits with a dose series show IC50 in µM; actives 0.02% (n = 340,000);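 active = phage lysis inhibition, versus mean bacterial control, above a set limit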;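 also: capsule biogenesis inhibitors block K1F phage lysis so surviving cells raise fluorescence; higher fluorescence means more inhibition of phage lysis; actives were called in the ten point dose series up to 300 µM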
Large T inhibition = TAg ATPase/helicase activity blockers – biochemical (AID 1903); SV40 large T antigen ATPase/helicase inhibition assay; higher % means a stronger effect; inhibition, % at 20 µM; hits with a dose series show IC50 in µM; actives 0.39% (n = 310,000); in the data active = a potency from the dose series; also: strong numbers were not always called active
NS5 inhibitors = flavivirus cap methylation enzyme inhibition – biochemical, confirmation dose response, primary screen (AID 588689); Dengue-2 NS5 methyltransferase capping enzyme assay, biochemical; higher % means a stronger effect; one-dose inhibition, % at 25 µM; IC50 in µM for titrated hits; actives 0.3% (n = 340,000); in the data active = a potency from the dose series
HIV peptide binding = inhibitors of HIV fusion peptide binding, primary screen, biochemical, uHTS, fluorescence dequenching (AID 1986); cell-free peptide binding, fluorescence dequenching, 30 min; higher % means a stronger effect; one-dose inhibition, % at 20 µM; IC50 in µM for titrated hits; actives 0.3% (n = 290,000); in the data active = inhibition mostly above about 52%, no sharp cut-off; inactive = mostly below about 76%; also: some results filed as inactive read as strong as hits
Salmonella PhoP GFP = inhibitors of PhoP regulon expression, primary screen, Salmonella Typhimurium, GFP reporter (AID 1863) | S. Typhimurium PhoP-regulated promoter GFP reporter, 4 h; higher % means a stronger effect | one-dose inhibition, % at 50 µM; IC50 in µM for titrated hits | actives 0.16% (n = 300,000);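 active = inhibition over 29.93%, a cutoff 3 SD above the screen mean, later confirmed by dose response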;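 also: 0% = low Mg2+ inducing control and 100% = high Mg2+ repressing control; strong numbers were not always called active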
RSV CPE inhibition = RSV antiviral activity via CPE protection, HEp-2 cells, primary 10 µM value included (AID 2391) | actives 0.13% (n = 310,000) | one-dose CPE inhibition, % at 10 µM; IC50 in µM for titrated hits | HEp-2 cells, RSV-induced CPE inhibition; higher % means a stronger effect; in the data active = a potency from the dose series; also: strong numbers were not always called active
Rac1 GTP hydrolysis = MgcRacGAP GTPase-activating activity inhibitors, confirmation, biochemical, ADP Hunter fluorescence | MgcRacGAP-stimulated Rac1 GTP hydrolysis, ADP Hunter fluorescence; higher % means a stronger effect; GST-tagged Rac1 F28L mutant substrate | inhibition, % at 30 µM; hits with a dose series show IC50 in µM | actives 0.6% (n = 340,000) | AID 624330;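 active = first-screen hits whose inhibition reached a set limit at any dose in the follow-up dose series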;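 also: fluorescence reports GDP produced by GAP-driven GTP hydrolysis; strong numbers were not always called active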
Numbers without * were called inactive; . = no result given; [ ] = dose if it differs, or a comment.

Sample of the layout (13 entries):
Values run as follows: GPR35 arrestin U2OS	GPR55 antagonists	UTI89 phage lysis	Large T inhibition	NS5 inhibitors	HIV peptide binding	Salmonella PhoP GFP	RSV CPE inhibition	Rac1 GTP hydrolysis
#1 Cc1cc(N(C)N)nc(NC(=O)NS(=O)(=O)c2ccccc2Cl)n1
  3%	12%	0.5%	18%	-2%	-0.1%	.	1.1%	6%
#2 O=C(CN1C(=O)COc2ccccc21)NCCCN1CCN(c2ccccc2F)CC1
  22%	3%	0.2%	0%	4%	-0.9%	7%	-1.5%	.
#3 CCOCCCNc1nc2c(C)cccn2c(=O)c1/C=C1\SC(=S)N(CC(C)C)C1=O
  -3%	1%	0.0%	1%	-65%	59%*	-17%	1.4%	5%
#4 O=C(Nc1ccc(S(=O)(=O)N2CCCCC2)cc1)c1ccc(CN2CCOCC2)cc1
  -8%	1%	0.7%[50 µM]	12%	-5%	0.3%	3%	-0.6%	4%
#5 COc1ccc(CC(NC(C)=O)C(=O)NC2CCN(S(=O)(=O)c3ccc(NC(C)=O)cc3)CC2)c(OC)c1 (configuration not stated)
  6%	1%	0.1%	6%	0%	0.8%	-5%	3.6%	7%
#6 Cc1ccccc1N1CC(C(=O)N2CCc3ccccc32)CC1=O (configuration not stated)
  .	.	0.7%[50 µM]	4%	-1%	.	-5%	0.1%	7%
#7 COc1ccc(-c2ncccc2OC(=O)C23CC4CC(CC(C4)C2)C3)cc1OC
  -21%	0%	-0.4%	14%	-1%	2.0%	-3%	2.1%	6%
#8 O=C(COC(=O)c1ccccc1Oc1ccccc1)NC1CCS(=O)(=O)C1 (configuration not stated)
  15%	11%	2.0%	3%	5%	0.6%	2%	0.4%	15%
#9 Cc1cc([N+](=O)[O-])ccc1NC(=O)CCC(=O)N1CCCC1
  -5%	2%	1.2%[50 µM]	20%	-1%	2.2%	-6%	0.4%	4%
#10 COc1ccc(CNC(=O)CN(C(=O)c2ccc(CN3CCOCC3)o2)C2CCCC2)cc1
  25%	14%	-0.1%	10%	-5%	1.4%	-1%	5.5%	-3%
#11 COC(=O)CCC(=O)N1CCc2cc(S(=O)(=O)N3CCc4ccccc43)ccc21
  -4%	2%	0.1%[50 µM]	4%	-1%	4.1%	2%	1.4%	8%
#12 CC1CN(C(=O)Nc2ccc3snnc3c2)c2ccccc21 (configuration not stated)
  -8%	0%	-1.6%	4%	-10%	-0.2%	5%	3.6%	6%
#13 COC(=O)C(C)NC(=O)C12CC3CC(C1)CC(c1ccc(C)cc1)(C3)C2 (configuration not stated)
  -18%	8%	1.3%[50 µM]	5%	-1%	0.2%	-5%	4.6%	10%

The whole of this part (from the top)
Values run as follows: GPR35 arrestin U2OS	GPR55 antagonists	UTI89 phage lysis	Large T inhibition	NS5 inhibitors	HIV peptide binding	Salmonella PhoP GFP	RSV CPE inhibition	Rac1 GTP hydrolysis
#1 Cc1cc(N(C)N)nc(NC(=O)NS(=O)(=O)c2ccccc2Cl)n1
  3%	12%	0.5%	18%	-2%	-0.1%	.	1.1%	6%
#2 O=C(CN1C(=O)COc2ccccc21)NCCCN1CCN(c2ccccc2F)CC1
  22%	3%	0.2%	0%	4%	-0.9%	7%	-1.5%	.
#3 CCOCCCNc1nc2c(C)cccn2c(=O)c1/C=C1\SC(=S)N(CC(C)C)C1=O
  -3%	1%	0.0%	1%	-65%	59%*	-17%	1.4%	5%
#4 O=C(Nc1ccc(S(=O)(=O)N2CCCCC2)cc1)c1ccc(CN2CCOCC2)cc1
  -8%	1%	0.7%[50 µM]	12%	-5%	0.3%	3%	-0.6%	4%
#5 COc1ccc(CC(NC(C)=O)C(=O)NC2CCN(S(=O)(=O)c3ccc(NC(C)=O)cc3)CC2)c(OC)c1 (configuration not stated)
  6%	1%	0.1%	6%	0%	0.8%	-5%	3.6%	7%
#6 Cc1ccccc1N1CC(C(=O)N2CCc3ccccc32)CC1=O (configuration not stated)
  .	.	0.7%[50 µM]	4%	-1%	.	-5%	0.1%	7%
#7 COc1ccc(-c2ncccc2OC(=O)C23CC4CC(CC(C4)C2)C3)cc1OC
  -21%	0%	-0.4%	14%	-1%	2.0%	-3%	2.1%	6%
#8 O=C(COC(=O)c1ccccc1Oc1ccccc1)NC1CCS(=O)(=O)C1 (configuration not stated)
  15%	11%	2.0%	3%	5%	0.6%	2%	0.4%	15%
#9 Cc1cc([N+](=O)[O-])ccc1NC(=O)CCC(=O)N1CCCC1
  -5%	2%	1.2%[50 µM]	20%	-1%	2.2%	-6%	0.4%	4%
#10 COc1ccc(CNC(=O)CN(C(=O)c2ccc(CN3CCOCC3)o2)C2CCCC2)cc1
  25%	14%	-0.1%	10%	-5%	1.4%	-1%	5.5%	-3%
#11 COC(=O)CCC(=O)N1CCc2cc(S(=O)(=O)N3CCc4ccccc43)ccc21
  -4%	2%	0.1%[50 µM]	4%	-1%	4.1%	2%	1.4%	8%
#12 CC1CN(C(=O)Nc2ccc3snnc3c2)c2ccccc21 (configuration not stated)
  -8%	0%	-1.6%	4%	-10%	-0.2%	5%	3.6%	6%
#13 COC(=O)C(C)NC(=O)C12CC3CC(C1)CC(c1ccc(C)cc1)(C3)C2 (configuration not stated)
  -18%	8%	1.3%[50 µM]	5%	-1%	0.2%	-5%	4.6%	10%
#14 COC(=O)CSc1nnc(CNC(=O)Cc2ccccc2)n1-c1ccccc1OC
  12%	10%	-1.1%	5%	2%	-1.5%	-5%	0.5%	12%
#15 CC(=O)c1ccc(NC(=O)CO/N=C(\C)c2cccs2)cc1
  -10%	9%	6.9%	5%	-2%	-0.9%	-1%	1.0%	6%
#16 CCn1c(SCC(=O)N/N=C(\C)c2ccncc2)nnc1-c1ccc(C)cc1
  1%	1%	.	7%	.	0.6%	-2%	8.8%	.
#17 CC(=O)NCCNC(=O)CCNC(=O)c1ccc(Cl)cc1
  -1%	-6%	1.5%	8%	-2%	0.1%	9%	0.0%	0%
#18 O=C(O)c1cc2nccc(-c3ccc(F)cc3)n2n1
  -10%	10%	0.0%	4%	-4%	-1.8%	5%	-0.9%	-3%
#19 CCOC(=O)C1=C(C)Nc2ccccc2N/C1=N\S(=O)(=O)c1cccc(Cl)c1
  .	.	0.5%[50 µM]	.	-2%	.	.	0.6%	2%
#20 COc1cccc2c1OCC(C(=O)O)C2 (configuration not stated)
  11%	-8%	0.1%	11%	.	1.4%	-10%	1.6%	4%
#21 NC1=NC(c2ccc(Cl)cc2)C(C(=O)c2ccccc2)N1 (configuration not stated)
  -6%	-1%	-2.4%	13%	9%	1.1%	-2%	.	-3%
#22 Cc1ccc(S(=O)(=O)N2CCN(S(=O)(=O)c3ccccc3)C2c2ccc(N(C)C)cc2)cc1 (configuration not stated)
  0%	6%	1.4%	21%	-5%	-2.9%	0%	5.0%	9%
#23 CCOc1ccccc1CNC(=O)c1ccc(Sc2ccc(Cl)cc2)c(NC(C)=O)c1
  -5%	15%	6.0%	12%	-3%	1.7%	-7%	4.8%	5%
#24 COc1ccc(CN(C)C(=O)Cn2ccsc2=N)cc1OC
  4%	-13%	-0.1%	4%	1%	1.3%	-6%	1.6%	6%
#25 Cn1c(-c2ccc(CN3CCCCC3)o2)nc2ccccc21
  -2%	-3%	0.0%	7%	.	11%	5%	0.4%	3%
#26 CCCC(=O)Nc1ccc(N2CCCCC2)cc1
  3%	9%	2.9%[50 µM]	16%	-3%	1.8%	10%	1.0%	31%
#27 COc1cc2c(cc1OC)C(c1cc3cc4c(cc3[nH]c1=O)OCO4)N(C(=O)C1CC1)CC2 (configuration not stated)
  9%	1%	-0.4%[50 µM]	4%	-6%	-1.6%	-7%	1.1%	-3%
#28 Cc1ccc(NCCc2ccc(C)nc2)cc1
  1%	-6%	0.4%	21%	-6%	2.5%	-8%	2.5%	25%
#29 O=C(CCN1C(=O)C2CC=CCC2C1=O)NC1CCCCC1 (configuration not stated)
  -14%	-15%	0.0%	11%	4%	-1.2%	0%	2.5%	8%
#30 COc1ccc(CN2C(=S)NC(C)(C)CC2(C)O)cc1 (configuration not stated)
  7%	-7%	5.1%	11%	-2%	-1.6%	-5%	0.3%	8%
#31 Cc1ccc(-c2cc(C(F)F)n3ncc(C(=O)Nc4ccc(S(=O)(=O)Nc5ccccc5C)cc4)c3n2)cc1
  9%	5%	0.1%	19%	.	-1.8%	-7%	1.6%	18%
#32 COc1ncnc2c1oc1nc(CC(C)C)c3c(c12)CC(C)(C)OC3
  -15%	-2%	10%	1%	-7%	-0.5%	11%	-2.7%	2%
#33 CC1=NN2C(=N)/C(=C\c3cc(C)n(-c4ccccc4)c3C)C(=O)N=C2S1
  15%	6%	0.6%	2%	1%	2.5%	-7%	0.5%	5%
#34 O=C(CCC(=O)c1cccs1)NNC(=O)c1ccccc1O
  .	.	0.2%[50 µM]	7%	5%	.	0%	-0.4%	10%
#35 CCCc1nnc(SCCSc2nnc(CCC)n2N)n1N
  6%	12%	0.3%	-1%	-3%	-1.5%	4%	0.1%	2%
#36 CCCN(C(=O)Cn1ncc2c(=O)oc3ccccc3c21)c1cccc(C)c1
  5%	-3%	0.2%	23%	1%	-1.2%	3%	0.8%	6%
#37 COC(=O)C1=C(C)N(CCCC(=O)O)C(=O)NC1c1ccc(C#N)cc1 (configuration not stated)
  .	.	1.0%	12%	-4%	.	2%	0.3%	3%
#38 COC(=O)c1cc(NS(=O)(=O)c2ccc3c(c2)c(=O)n(C)c(=O)n3C)cc(C(=O)OC)c1
  13%	-1%	0.3%	17%	-3%	2.2%	-3%	0.3%	13%
#39 Cc1nc2nc(-c3ccc(Cl)cc3)nn2c(C)c1Cl
  15%	24%	.	1%	.	-2.1%	-5%	.	.
#40 Cn1c(CN2CCOCC2)nnc1SCC(=O)NC1CCCCC1
  -8%	4%	0.2%	-3%	-8%	-0.8%	-13%	0.1%	8%
#41 CC(Cc1n[nH]c(=S)o1)c1ccccc1 (configuration not stated)
  -2%	6%	-0.2%	11%	-15%	1.2%	-17%	-1.3%	2%
#42 Cc1cc2cc(CNS(=O)(=O)c3ccc4ccccc4c3)ccc2n1C
  2%	7%	0.6%	1%	22%	11%	38%	1.1%	11%
#43 COc1ccc2nc(NC(=O)CSc3nc4cccnc4n3C)sc2c1
  22%	-10%	1.9%	1%	-7%	0.8%	-6%	3.0%	5%
#44 Cc1ccc(NC(=O)c2cccc(N3C(=O)C4C5C=CC(C5)C4C3=O)c2)cc1C (configuration not stated)
  6%	1%	2.5%[50 µM]	7%	-5%	-0.5%	-5%	2.1%	8%
#45 COc1cccc(C(C(=O)NC(C)(C)C)N(Cc2ccc(C)cc2)C(=O)CCC(=O)Nc2cc(C)on2)c1OC (configuration not stated)
  4%	0%	-0.3%	3%	-8%	-0.3%	-1%	2.0%	5%
